L3MBTL1 inh: inhibitors of human L3MBTL1 | Q9Y468 | AlphaScreen L3MBTL1–H3K9me1 peptide binding | Potency, µM (top dose mostly 57.1 µM), inactives show at the top dose activity, negative = inhibition, usual class: inhibitors | 230,000 tested, 0.66% active; active = well fitted inhibition curve with a large enough effect; inconclusive = small, poorly fitted or top-dose-only effect; inactive = no such curve, though single readings can be large or run the other way; note: nearly all actives have a fitted effect of over 60% in size
Target sequence (Q9Y468 whole entry, looked up): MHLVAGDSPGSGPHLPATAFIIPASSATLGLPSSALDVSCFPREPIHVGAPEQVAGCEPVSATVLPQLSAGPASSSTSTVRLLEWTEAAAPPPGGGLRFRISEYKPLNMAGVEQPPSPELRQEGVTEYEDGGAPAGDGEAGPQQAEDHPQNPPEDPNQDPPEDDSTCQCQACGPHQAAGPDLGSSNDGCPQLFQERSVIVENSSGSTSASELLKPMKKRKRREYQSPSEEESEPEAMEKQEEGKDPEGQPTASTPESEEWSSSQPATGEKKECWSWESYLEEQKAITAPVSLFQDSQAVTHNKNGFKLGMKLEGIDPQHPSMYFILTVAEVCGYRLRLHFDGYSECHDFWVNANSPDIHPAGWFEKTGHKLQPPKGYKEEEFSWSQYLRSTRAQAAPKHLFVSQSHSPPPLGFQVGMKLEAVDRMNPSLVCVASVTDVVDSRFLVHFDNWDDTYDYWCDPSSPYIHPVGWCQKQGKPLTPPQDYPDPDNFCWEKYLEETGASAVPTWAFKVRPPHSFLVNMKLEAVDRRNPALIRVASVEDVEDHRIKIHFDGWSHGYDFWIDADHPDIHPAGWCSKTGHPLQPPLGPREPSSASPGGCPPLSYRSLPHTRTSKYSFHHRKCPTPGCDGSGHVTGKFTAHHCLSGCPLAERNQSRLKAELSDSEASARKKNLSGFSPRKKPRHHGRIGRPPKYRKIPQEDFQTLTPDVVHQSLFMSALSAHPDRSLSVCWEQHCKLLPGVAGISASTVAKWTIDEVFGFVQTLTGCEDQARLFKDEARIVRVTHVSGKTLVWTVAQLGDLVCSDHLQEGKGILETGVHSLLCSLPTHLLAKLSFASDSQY
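Displacement of a biotinylated histone H3(1-15) peptide monomethylated at Lys9 (75 nM) from L3MBTL1 (50 nM) was measured by AlphaScreen after a 30 min room-temperature compound incubation; cefsulodin titration served as intraplate control.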
* = called active by the depositor; ? = inconclusive; [ ] = another dose, or the depositor's remark. % is set by controls: 0 for no effect and ±100 for the full control effect; potency is the fitted concentration of half-maximal effect. This is a subset; the hit share may differ from the screen's.

nr	SMILES	L3MBTL1 inh
1	CCCCn1c(N)c(N(CC)C(=O)c2ccc(N3CCCC3=O)cc2)c(=O)[nH]c1=O	11%
2	O=C(CN1CCCCCC1)Nc1ccccc1C(=O)Nc1ccccc1	1%
3	Cc1cccc(NC(=O)C2CCN(S(=O)(=O)c3ccc(Cl)cc3)CC2)n1	8%
4	Cc1ccc(S(=O)(=O)N2Cc3ccccc3CC2C(=O)NC(C)(C)C)cc1 (configuration not stated)	1%
5	COc1ccc(-c2noc(CCC(=O)N3CCN(c4ccccc4C)CC3)n2)cc1	7%
6	COc1cccc(/C=N/NC(=O)N/N=C/c2cccc(OC)c2O)c1O	-4%[2.29 µM]
7	Cc1ccc(CN2CC(C(=O)Nc3cccc(C)n3)CC2=O)cc1 (configuration not stated)	1%
8	CN1CCN(c2ccc(NC(=O)c3cc4ccccc4o3)cc2)CC1	-10%
9	CC(C)(C)N(Cc1ccccc1)C(=O)COC(=O)c1ccc2ccccc2n1	3%
10	CCCCCC(=O)Nc1c2c(nc3ccccc13)CCC2	1%
11	CCCN(C(=O)c1nc2nccc(C)n2n1)c1c(N)n(Cc2ccccc2)c(=O)[nH]c1=O	-1%
12	C[C@H](CO)N1C[C@H](C)[C@H](CN(C)S(=O)(=O)c2ccccc2)Oc2ccc(NC(=O)NC3CCCCC3)cc2CC1=O	0%
13	COc1ccccc1CCC(=O)OCC(=O)Nc1ccc(C)c(S(=O)(=O)N2CCCCC2)c1	0%
14	CC(=O)Nc1ccc2[nH]ccc2c1	-5%
15	COc1ccc(-c2oc(=O)c3cc(OC)c(OC)cc3c2C#CCCO)cc1	2%
16	CCCCCCCC(=O)C(C)C(=O)N(C)[C@H](Cc1ccc(OC)cc1)C(=O)N(C)[C@H](C(N)=O)C(C)C (some centres not stated)	-2%
17	COc1ccc(C(=O)C2CCCN(Cc3c(F)ccc(F)c3F)C2)c(OC)c1 (configuration not stated)	0%
18	NS(=O)(=O)c1ccc(N2CCN(C(=O)c3ccco3)CC2)nc1	38%[activator]
19	CCN1C(=NCCCOC(C)C)N[C@@H](CCc2ccccc2)[C@H](C(=O)NCCCOC(C)C)[C@H]1C	6%
20	Cc1ccc(-c2nn(-c3ccccc3)cc2C(=O)N2CCN(C3CCS(=O)(=O)C3)CC2)cc1 (configuration not stated)	0%
21	CCN1C[C@@H]2[C@@H]3C(=O)N(Cc4ccccc4)C(=O)[C@@H]3[C@](CC)(C1=O)N2C(=O)c1ccc(C(F)(F)F)cc1	0%
22	CCN(CC)CCn1c2c(c(SCC(=O)Nc3ccc(C)c(F)c3)nc1=O)CCC2	3%
23	CCCCCCCNC(=O)C1(CC2CC(c3cccc(Br)c3)=NO2)CCN(C(=O)CCCCCBr)CC1 (configuration not stated)	3%
24	CCN(CC(=O)Nc1ccc2c(c1)OCCO2)C(=O)/C=C/c1ccc([N+](=O)[O-])cc1	-11%
25	CCCN=C1N(CC)C[C@@H]2[C@@H]3C(=O)N(Cc4ccccc4)C(=O)[C@@H]3[C@](C)(C(=O)OC)N12	7%
26	CCOC(=O)[C@H]1[C@H]2COc3ccc(Cl)cc3[C@@H]2N2C(=O)c3ccc(Cl)cc3NC(=O)[C@@]12C	-3%
27	COc1ccc(C(=O)COC(=O)c2ccc3c(c2)OCO3)c(OC)c1	-13%
28	O=C(Nc1ccc(SC(F)F)cc1)c1ccc2c(=O)n3c(nc2c1)CCC3	0%
29	COC(=O)c1ccccc1S(=O)(=O)N1CCC(C(=O)OCc2cccc(OC)c2OC)CC1	-8%
30	C=CCNC(=O)c1ccc(N(Cc2ccccc2)S(C)(=O)=O)cc1	-2%

Sorted by SMILES length (low to high): part of the list above.
nr	SMILES	L3MBTL1 inh
10	CCCCCC(=O)Nc1c2c(nc3ccccc13)CCC2	1%
28	O=C(Nc1ccc(SC(F)F)cc1)c1ccc2c(=O)n3c(nc2c1)CCC3	0%
4	Cc1ccc(S(=O)(=O)N2Cc3ccccc3CC2C(=O)NC(C)(C)C)cc1 (configuration not stated)	1%
1	CCCCn1c(N)c(N(CC)C(=O)c2ccc(N3CCCC3=O)cc2)c(=O)[nH]c1=O	11%
21	CCN1C[C@@H]2[C@@H]3C(=O)N(Cc4ccccc4)C(=O)[C@@H]3[C@](CC)(C1=O)N2C(=O)c1ccc(C(F)(F)F)cc1	0%

The listing continues.
nr	SMILES	L3MBTL1 inh
31	Cc1ccc(CNC(=O)Cn2ccc(NC(=O)OCc3ccccc3)nc2=O)o1	-1%
32	CCOc1ccc(CNc2nnnn2C)cc1OC	4%
33	CCN(CC(=O)Nc1c(F)cccc1F)C(=O)C1CC1C (configuration not stated)	4%
34	CN(Cc1ccccc1)C(=O)c1ncn(C)c1C(=O)N(C)Cc1ccccc1	11%
35	CCN(CC)C(=O)[C@H]1CC(CC(=O)NCCc2ccccn2)C(=O)N2CCc3c([nH]c4ccc(OC)cc34)[C@]12C (some centres not stated)	1%
36	COc1ccc(O)c(/C=N/NS(=O)(=O)c2ccc(C)cc2)c1	13%
37	O=C(COC(=O)c1cc(=O)[nH]c2ccccc12)NCc1ccccc1Cl	-1%
38	C[C@@H]1COC(=O)[C@@H](CC(=O)OC(C)(C)C)C/C=C\C[C@@H](CC(=O)N[C@@H](CO)Cc2ccccc2)C(=O)N1	7%
39	CCOC(=O)N1CCN(C(=S)NC(=O)c2cccc(OC)c2)CC1	0%
40	COCCN(C(=O)C1CCN(C(=O)c2ccccc2C)CC1)c1c(N)n(CC(C)C)c(=O)[nH]c1=O	1%
41	O=C(O)c1cccc(N/N=C(\N=Nc2ccccc2)c2ccccc2)c1	?
42	CCN1CCN(c2ccc(S(=O)(=O)N3CCCCC3)cc2NC(=O)c2sccc2C)CC1	-10%
43	CC(C)Cn1c(N)c(C(=O)CSc2nncs2)c(=O)n(C)c1=O	3%
44	CN(C(=O)c1ccccc1-c1ccccc1C(=O)O)c1ccccc1	7%
45	CC(Oc1ccc(Br)cc1)C(=O)N(C)CC(=O)Nc1ccc(N2CCOCC2)cc1 (configuration not stated)	-6%
46	O=C(COc1ccc2c(-c3ccccc3)cc(=O)oc2c1)NC(Cc1c[nH]c2ccccc12)C(=O)O (configuration not stated)	1%
47	Cc1cc(C)cc(NC(=O)CSc2nc3nc(C)cc(C)c3c(=O)[nH]2)c1	-11%
48	Cc1cnc(NC(=O)Cc2ccc(S(=O)(=O)N3CCOCC3)s2)s1	-5%
49	Cc1ncc(CO)c(/C=N/NC(=O)c2ccoc2C)c1O	-14%
50	CC(=O)c1ccc(OC(=O)COc2ccccc2)cc1	6%
51	COc1ccc(CCNC(=O)CSc2ncc(C(=O)Nc3ccccc3)c(=O)n2C)cc1	9%
52	CCOC(=O)C1=C(COC(=O)CCOc2cc(C)ccc2C)NC(=O)NC1C (configuration not stated)	-1%
53	O=C(O)CSc1nc2ccc(C(=O)c3ccccc3)cc2[nH]1	11%
54	COc1cccc(NC(=O)CN(C)C(=O)Cc2ccc3c(c2)OCCO3)c1	2%
55	COc1ccc(CCC(C)N2CCOCC2)cc1 (configuration not stated)	3%
56	Cc1nc(SCC(=O)NCc2ccc3c(c2)OCO3)nc(C)c1C	1%
57	CCn1nnnc1SCC(=O)N1CCN(Cc2ccc3c(c2)OCCO3)CC1	-1%
58	CN(CC(=O)Nc1ccc(F)cc1)C(=O)Cn1cnc2ccc([N+](=O)[O-])cc2c1=O	0%
59	Nc1ncnc2c1ncn2[C@@H]1O[C@H](CNC(=O)[C@@H]2CCC(=O)N2)[C@@H](O)[C@H]1O	6%
60	CCc1ccc2[nH]c3nc(SCCN4CCOCC4)nnc3c2c1	3%
61	COc1cccc(NC(=O)CN(C)C(=O)CCCNC(=O)c2ccc(Cl)cc2)c1	-2%
62	CCN1C(=O)C(=O)N(CC(=O)N2CCN(c3ccccc3)CC2)C1=O	4%
63	COc1ccc([C@H]2CC(=O)C=C(/C=C/c3ccccc3)C2)cc1OC	-7%
64	O=C1COc2ccc(C(=O)COC(=O)c3ccc(Cl)cc3[N+](=O)[O-])cc2N1	-5%
65	CCOC(=O)c1c(C)[nH]c(C(=O)OC(C)C(=O)NCc2ccccc2)c1C (configuration not stated)	3%
66	CCOC(=O)C1CCN(S(=O)(=O)c2cc(C(=O)OC)n(C)c2)CC1	8%
67	COCCCNC(=O)Cn1cc(/C=C(\C#N)C(=O)NC2CC2)c2ccccc21	-1%
68	CCOC(=O)c1ccc(NC(=O)CSc2nc(=O)n(CCN3CCOCC3)c3c2CCC3)cc1	-1%
69	Cc1ccc(NC(=O)COC(=O)Cn2nc(-c3ccc(F)cc3)oc2=O)cc1C	5%
70	COc1ccc(C(=O)Nc2ccc(N3CCN(C)CC3)cc2)cc1OC	-1%
71	O=C(CSc1nc(=O)n2ccccc2n1)NCCc1ccccc1	0%
72	CC(OC(=O)c1cc(Br)ccc1O)C(=O)NC1(C#N)CCCCC1 (configuration not stated)	4%
73	CCC(=O)NNC(=O)CSc1nnc(-c2ccccc2)c(-c2ccccc2)n1	5%[2.29 µM]
74	O=C(CS(=O)(=O)c1ccccc1)N(CCCN1CCOCC1)c1nc2c(F)cccc2s1	0%
75	O=C(Cc1cccs1)Nc1ccc(F)c(F)c1	-4%
76	O=C(CN1C(=O)NC2(CCCC2)C1=O)OCCOc1cccc(Br)c1	1%
77	C[C@H](CO)N1C[C@H](C)[C@@H](CN(C)Cc2ccccc2)Oc2c(NS(=O)(=O)c3ccccc3)cccc2C1=O	2%
78	COc1cc(OC)c(OC)cc1CN(C)CC1CCCN(CCc2ccccc2F)C1 (configuration not stated)	-8%
79	COc1ccccc1CNC(=O)CN1C(=O)NC(c2ccccc2)(c2ccccc2)C1=O	2%
80	CSCCC(NC(=O)COc1ccccc1)C(=O)OCCOc1ccc(C)cc1 (configuration not stated)	8%
81	N#CCSc1ccccc1NC(=O)CN1C(=O)C2CC=CCC2C1=O (configuration not stated)	-6%
82	COc1cc(S(=O)(=O)n2cnc3ccccc32)ccc1Br	7%
83	Cc1ccc(S(=O)(=O)N2C[C@@H]3CCCC[C@@H]3[C@@H](C)[C@H]2CC(=O)c2ccccc2)cc1	-9%
84	O=C(O)c1ccc(S(=O)(=O)N2CCc3ccccc3C2)cc1	14%
85	O=C(CN1c2cccc3cccc(c23)S1(=O)=O)Nc1ccc(F)c(F)c1F	1%
86	C=Cn1cc[n+](CC(=O)c2ccc(Br)cc2)c1	5%
87	CCN(C(=O)CSc1nnc(-c2ccccc2C)n1C)c1c(N)n(Cc2ccccc2)c(=O)[nH]c1=O	-1%
88	CCOc1ccc(/C=N\NC(=O)c2c(C)nc3cc(C)ccn23)cc1	-9%[2.29 µM]
89	Cc1ccc(NC(=O)CN(C)C(=O)c2cc(-c3cccs3)nn2-c2ccccc2)cc1	-9%
90	CC(=O)c1cccc(NC(=O)c2cc(=O)c3ccccc3o2)c1	-2%

Next structures.
nr	SMILES	L3MBTL1 inh
91	Cc1cc(C)cc(C(=O)NCC(=O)OCC(=O)NC2CCCc3ccccc32)c1 (configuration not stated)	-7%
92	Cc1cc(S(=O)(=O)N2CCN(c3ccccn3)CC2)ccc1F	50%[activator]
93	S=c1nc[nH]c2c1cnn2Cc1ccccc1	-1%
94	COc1cc2cc(CCOC(=O)c3ccc(C#N)cc3)oc(=O)c2cc1OC	4%
95	CCOc1ccc(NC(=O)CN(C)C(=O)CCN2C(=O)C3CC=CCC3C2=O)cc1OCC (configuration not stated)	1%
96	N#Cc1ccccc1OCC(=O)OCC(=O)NC1CCS(=O)(=O)C1 (configuration not stated)	?
97	O=C(COC(=O)c1cccc(C(F)(F)F)c1)NC(=O)NC1CCCC1	7%
98	Cc1ccc(N(CC(=O)N2CCOCC2)S(C)(=O)=O)cc1Cl	3%
99	O=C(COC(=O)c1ccc(O)cc1)NCC1COc2ccccc2O1 (configuration not stated)	7%
100	O=C(O)CCn1c(SCCOc2ccccc2)nc2ccccc21	3%[2.29 µM]
101	N#Cc1ccc(CN2CCN(C(=O)CCNS(=O)(=O)c3ccc(F)c(Cl)c3)CC2)cc1	5%
102	O=C1NC[C@H](CC2CCCCC2)N(CC2CCCCC2)C1=O	0%
103	CCCCn1c(N)c(N(C)C(=O)c2ccccc2Oc2ccccc2)c(=O)[nH]c1=O	7%
104	O=C1CCC/C=C\C[C@@H](CC(=O)N(CCO)Cc2ccccc2)C(=O)N[C@H](Cc2c[nH]c3ccccc23)CO1	1%
105	COc1ccc(Br)c(C(=O)OCC(=O)N2CCC(Cc3ccccc3)CC2)c1	10%
106	NC(=O)NC(=O)C(c1ccccc1)N1CCN(S(=O)(=O)Cc2ccccc2)CC1 (configuration not stated)	3%
107	CCN(Cc1ccccc1)S(=O)(=O)c1c(C)n(C)c(=O)n(C)c1=O	-5%
108	CC(C)(C)OC(=O)NCc1ccc(CNC(=O)c2[nH]cnc2C(=O)N[C@@H](Cc2ccccc2)C(=O)OCc2ccccc2)cc1	-5%
109	O=C(COC(=O)c1cc([N+](=O)[O-])ccc1N1CCOCC1)c1ccccc1	12%
110	CCOc1ncccc1C(=O)N(CCC(C)C)c1c(N)n(Cc2ccccc2)c(=O)[nH]c1=O	6%
111	Cc1ccc(C(=O)c2c3ccc(C(F)(F)F)cc3[n+]([O-])n2CCC(N)=O)cc1	-2%
112	Cc1ccc(NC(=O)c2cccc(S(=O)(=O)N3CCc4ccccc4C3)c2)nc1	0%
113	Cn1ccc2ccc(C3=CC(=O)C[C@H](c4ccc(F)cc4)C3)cc21	-15%
114	COc1ccc([C@H]2CC(=O)C=C(c3ccc4[nH]ccc4c3)C2)cc1OC	-14%
115	CCOC(=O)C1CCN(C(=O)CCc2nc3sc4c(c3c(=O)[nH]2)CCCC4)CC1	-25%
116	Cc1ccc(S(=O)(=O)NCc2cccnc2)c(C)c1	1%[2.29 µM]
117	CC1C(=O)N2CCCc3cc(NC(=O)C(=O)NCCc4ccc(F)cc4)cc1c32 (configuration not stated)	-3%
118	Cc1ccc(C(=O)CCC(=O)Nc2ncccc2O)cc1	-13%

Assay outcomes from PubChem BioAssay.
